High-throughput results as filed in PubChem BioAssay.
SENP8 block-1: blocks human SENP8 cleavage of Nedd8 substrate; Q96LD8; recombinant SENP8, Nedd8 substrate fluorescence; inhibition, % at 20 µM; 360,000 tested, 0.64% active; AID 602440; in the data active means inhibition mostly above about 40%, no sharp cut-off; inactive means mostly below about 27%
PfG6PD inh: PfG6PD (Plasmodium falciparum) enzyme inhibition; AID 504690; inhibition, % at 20 µM; 350,000 tested, 0.78% active; PfGluPho enzyme, NADPH resazurin-diaphorase fluorescence;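 active means inhibition reaching at least a set limit at 20 µM in the primary screen, cut at about 59% in these data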;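 further: 0% = DMSO wells with substrate and 100% = DMSO wells lacking glucose-6-phosphate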
HKDC1 inh: inhibitors of human hexokinase HKDC1; recombinant HKDC1, G6PDH/diaphorase resazurin coupled fluorescence; AID 493160; Q2TB90; 340,000 tested, 0.16% active; inhibition, % at 20 µM;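 active means inhibition above about 35% when tested at 20 µM, limit read from the data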;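 further: plate controls were DMSO wells with enzyme for no effect and DMSO wells lacking enzyme for full effect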
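Material – in-house recombinant HK5 (HKDC1) enzyme · Quantity – HKDC1 at 5 µg/mL · Buffer or medium – pH 8.0 Tris buffer with 10 mM MgCl2 · Reagent – glucose with 1 mM ATP · Dosing – single 20 µM dose · Times – reaction time 90 min, room temperature, protected from light · Technique – resorufin fluorescence at 613 nm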
SENP8 block-2: blocks the human protease SENP8 | purified SENP8, Z-RLRGG-aminoluciferin cleavage, luminescence | inhibition, % at 10 µM | 330,000 tested, 1.2% active | AID 2540; in the data active means inhibition above about 50%
SENP7 inh: blocks the human protease SENP7 | recombinant SENP7, Z-RLRGG-aminoluciferin luminescence, 40 min | inhibition, % at 5 µM | 330,000 tested, 1.5% active;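 active means inhibition above about 50% at the single test dose, limit read from the data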;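 further: plate controls were DMSO with enzyme for no effect and no enzyme buffer wells for full effect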
Target sequence (Q9BQF6 706-1050 limits assumed): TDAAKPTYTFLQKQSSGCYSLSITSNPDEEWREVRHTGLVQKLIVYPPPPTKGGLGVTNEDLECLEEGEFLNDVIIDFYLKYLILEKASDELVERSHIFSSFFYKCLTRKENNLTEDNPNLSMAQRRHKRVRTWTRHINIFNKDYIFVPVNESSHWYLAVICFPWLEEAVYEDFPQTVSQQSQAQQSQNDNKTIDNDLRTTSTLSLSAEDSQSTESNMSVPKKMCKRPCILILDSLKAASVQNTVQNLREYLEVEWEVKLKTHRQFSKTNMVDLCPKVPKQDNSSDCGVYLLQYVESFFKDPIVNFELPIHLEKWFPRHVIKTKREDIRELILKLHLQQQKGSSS
SENP1 FRET inh: inhibitors of human SENP1 SUMO protease catalytic domain; Q9P0U3; recombinant SENP1 catalytic domain, CyPet-SUMO1-YPet FRET cleavage; inhibition, % at 10 µM; 360,000 tested, 0.21% active; AID 624204;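 active means inhibition at least 30% at 10 µM, raw YFP signal under a set limit, fluorescence ratio 0.5 to 1.5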;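 further: 0% = enzyme with DMSO and 100% = no enzyme wells; some results filed as inactive read as strong as hits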
Target sequence (Q9P0U3 419-644 limits assumed): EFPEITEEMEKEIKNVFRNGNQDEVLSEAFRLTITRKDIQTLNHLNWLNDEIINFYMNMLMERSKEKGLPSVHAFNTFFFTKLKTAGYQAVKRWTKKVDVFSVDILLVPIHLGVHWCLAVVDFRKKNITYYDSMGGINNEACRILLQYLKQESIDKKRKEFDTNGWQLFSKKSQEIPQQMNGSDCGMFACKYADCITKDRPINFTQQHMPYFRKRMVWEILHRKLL
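System: Recombinant human SENP1 catalytic domain, His6-tagged | Incubation: Enzyme reaction for 50 min at room temperature, dark | Medium: Tris pH 8 with BME, BSA, NP40 and catalase | Also added: 25 nM SUMO1 FRET substrate | Compound: 10 µM single point, 0.5% DMSO | Measured by: FRET fluorescence in CFP and YFP emission channels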
NLRP3 yeast inh: blocks the NALP3 inflammasome reconstituted in yeast | Yeast reconstituted NLRP3/ASC/caspase-1, beta-gal luminescence, 24 h | inhibition, % at 10 µM | 330,000 tested, 0.39% active;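 active means inhibition of 50% or more; inactive means inhibition below 50%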;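 further: plate controls were induced DMSO wells for no effect and uninduced yeast grown without galactose for full effect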
SENP6 inh: SENP6 protease inhibition; Q9GZR1; Recombinant SENP6 catalytic domain, aminoluciferin luminescence; inhibition, % at 10 µM; 330,000 tested, 1.8% active;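 active means inhibition above about 50% at the single tested dose, limit read from the data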;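 further: plate controls were DMSO wells with enzyme for no effect and DMSO wells lacking enzyme for full effect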
Target sequence (Q9GZR1 628-1112 limits assumed): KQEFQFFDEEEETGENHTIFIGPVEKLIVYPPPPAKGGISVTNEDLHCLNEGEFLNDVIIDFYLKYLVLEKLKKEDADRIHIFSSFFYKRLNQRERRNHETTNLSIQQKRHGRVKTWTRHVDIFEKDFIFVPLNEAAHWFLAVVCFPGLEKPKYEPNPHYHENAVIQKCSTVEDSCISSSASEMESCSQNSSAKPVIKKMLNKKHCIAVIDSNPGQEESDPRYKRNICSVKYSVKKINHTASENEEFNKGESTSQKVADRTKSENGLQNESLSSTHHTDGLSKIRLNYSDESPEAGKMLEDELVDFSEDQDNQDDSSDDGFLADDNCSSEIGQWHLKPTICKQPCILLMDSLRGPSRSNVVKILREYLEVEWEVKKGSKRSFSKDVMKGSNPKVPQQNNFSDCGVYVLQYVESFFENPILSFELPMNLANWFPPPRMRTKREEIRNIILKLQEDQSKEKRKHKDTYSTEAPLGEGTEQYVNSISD
Apaf1 inhib: inhibitors of human Apaf-1 apoptosome. O14727. reconstituted apoptosome caspase-3 activity, DEVD-Rh110 fluorescence. inhibition, % at 20 µM. 330,000 tested, 0.71% active. AID 489030; active means inhibition of at least 40% at 20 µM;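 further: plate controls were DMSO wells for no effect and DEVD-CHO caspase inhibitor wells for full effect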
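System – cell-free apoptosome with Apaf-1, procaspase-3 and caspase-9 · Buffer or medium – pH 7.5 Hepes buffer with CHAPS, BSA, DTT · Also added – cytochrome c with DEVD-Rh110 · Times – 30 min compound preincubation, 50 min activation, room temperature · Technique – Rh110 fluorescence intensity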
The depositor's hits bear a star; i = inactive; x = not tested or not shown. Rows were taken by chance; about 4.1% have a hit in one of these screens.

smiles,SENP8 block-1,PfG6PD inh,HKDC1 inh,SENP8 block-2,SENP7 inh,SENP1 FRET inh,NLRP3 yeast inh,SENP6 inh,Apaf1 inhib
COc1cccc(NC(=O)C2C3C=CC(C3)C2C(=O)O)c1 (stereo not given),13.4,-2.1,0.3,-3.5,4.6,0.1,7.0,-20.1,3.0
O=C(O)CCC(=O)N1N=C(c2c(-c3ccccc3)c3cc(Cl)ccc3[nH]c2=O)CC1c1ccccc1 (stereo not given),-407.9,3.4,0.4,8.1,1.4,1.3,16.6,-8.6,19.7
COc1ccccc1C(=O)Oc1ccc(C(C)C)cc1,17.9,32.7,0.2,12.2,17.3,2.1,16.5,3.4,-0.5
O=C(O)c1nccnc1C(=O)NCCc1c[nH]c2ccccc12,15.4,-8.5,-5.5,0.8,1.0,-0.4,-1.7,-3.6,-9.4
O=C(O)c1nn2cc(CCO)cnc2c1Cl,7.2,-19.9,2.9,-3.0,4.3,-1.0,-2.6,1.0,-3.5
O=S(=O)(c1ccccc1)N1CCN(c2nc(-c3cccs3)nc3ccccc23)CC1,x,x,x,-3.2,3.5,x,11.1,-10.0,8.6
CN(C1CCCCC1)S(=O)(=O)c1ccc2c(c1)c(=O)c(C(=O)NCCN1CCCC1)cn2C,18.2,-26.1,-2.8,5.6,-5.5,-2.2,3.8,-5.0,7.9
Cc1sc2ncnc(NCc3cccnc3)c2c1C,3.0,7.0,-4.8,3.8,4.5,0.5,0.7,-2.3,4.7
CC(C)(C)OC(=O)NNC1CC(=O)N(c2ccccc2F)C1=O (stereo not given),10.2,-12.2,9.3,-0.5,2.6,2.8,15.2,-22.9,-1.8
O=C1c2ccccc2C(=O)N1CC1c2ccccc2CCN1S(=O)(=O)c1cnc[nH]1 (stereo not given),36.8,-10.3,-4.4,2.1,3.7,-22.6,11.7,-12.6,7.7
CC(C)CC(c1nnnn1C(C)(C)C)N1CCN(C2CCCC2)CC1 (stereo not given),8.9,6.3,0.7,-6.8,12.8,1.1,32.4,-4.4,-5.7
CC(=O)Nc1ccc(NC(=O)CCC(=O)NCCO)cc1,9.4,8.5,-8.4,-0.5,-10.6,1.3,-4.3,-19.4,-22.2
CCN(CC(=O)Nc1c(F)cccc1F)C(=O)c1ccc2c(c1)OCO2,7.7,-4.4,3.5,-12.3,-7.4,0.3,-3.8,-14.5,20.6
CN(/N=C/c1cccc(Br)c1)C1=NS(=O)(=O)c2ccccc21,-42.9,21.2,-3.6,5.2,0.4,0.9,19.5,-9.7,10.2
COc1cccc(N2CCN(c3ccc4nnc(CCC(=O)Nc5ccc(C)cn5)n4n3)CC2)c1,11.2,14.9,1.9,1.9,-6.1,0.0,11.6,-4.9,9.6
COc1ccc(N=C2SC(CC(=O)Nc3cccc(Cl)c3)C(=O)N2Cc2ccco2)cc1 (stereo not given),13.8,24.4,17.3,-0.3,2.3,-8.0,6.3,-3.0,7.3

Taken from above:
Cc1sc2ncnc(NCc3cccnc3)c2c1C | SENP8 block-1 = 3.0
COc1cccc(NC(=O)C2C3C=CC(C3)C2C(=O)O)c1 (stereo not given) | NLRP3 yeast inh = 7.0
COc1ccc(N=C2SC(CC(=O)Nc3cccc(Cl)c3)C(=O)N2Cc2ccco2)cc1 (stereo not given) | SENP8 block-1 = 13.8
CC(C)CC(c1nnnn1C(C)(C)C)N1CCN(C2CCCC2)CC1 (stereo not given) | NLRP3 yeast inh = 32.4
O=C(O)c1nn2cc(CCO)cnc2c1Cl | PfG6PD inh = -19.9
CN(C1CCCCC1)S(=O)(=O)c1ccc2c(c1)c(=O)c(C(=O)NCCN1CCCC1)cn2C | PfG6PD inh = -26.1

Remaining list, next part.
smiles,SENP8 block-1,PfG6PD inh,HKDC1 inh,SENP8 block-2,SENP7 inh,SENP1 FRET inh,NLRP3 yeast inh,SENP6 inh,Apaf1 inhib
N=C1c2ccccc2CN1c1ccc(N2CCOCC2)c(S(=O)(=O)Nc2ccc(Cl)cc2)c1,x,x,x,-3.8,-4.4,x,6.5,16.9,10.8
COc1ccc(NC(=O)N(Cc2ccc(C)cc2)Cc2ccccn2)c(OC)c1,9.5,26.6,1.3,-10.0,7.1,1.4,20.6,-7.8,6.7
CCOC(=O)C1CCN(C(=O)COC(=O)CSc2ccccc2C)CC1,12.8,-2.9,-3.7,-5.4,-1.2,2.2,8.9,-12.9,9.2
CCCSc1nc2c3c(sc2c(=O)[nH]1)CC(C)(CC)OC3 (stereo not given),-7.5,0.4,-1.6,1.1,1.3,-1.8,4.1,4.6,6.4
COc1cc(CN2CCSCC2)cc(OC)c1OC,18.6,-12.9,4.0,0.1,2.3,3.1,-2.9,-2.5,-11.0
COc1ccc(Cc2nnc(SCC(=O)Nc3ccc(N4CCOCC4)cc3)o2)cc1,15.3,-2.5,-1.6,7.4,-7.3,0.7,9.9,-18.5,0.4
Cc1sc2nc(CN(C(=O)c3cccs3)C3CCCC3)[nH]c(=O)c2c1C,-15.5,6.4,-4.6,-3.7,4.5,-11.3,14.4,-8.8,17.8
CCOC(=O)COc1ccc(C(=O)c2ccccc2)c(O)c1,17.4,-9.6,5.1,-1.8,9.7,-0.5,12.1,-11.0,-0.3

One compound at a time, from the list above. Screens in order: SENP8 block-1 | PfG6PD inh | HKDC1 inh | SENP8 block-2 | SENP7 inh | SENP1 FRET inh | NLRP3 yeast inh | SENP6 inh | Apaf1 inhib
Entry for `N=C1c2ccccc2CN1c1ccc(N2CCOCC2)c(S(=O)(=O)Nc2ccc(Cl)cc2)c1` = x | x | x | -3.8 | -4.4 | x | 6.5 | 16.9 | 10.8
Entry for `CCOC(=O)C1CCN(C(=O)COC(=O)CSc2ccccc2C)CC1` = 12.8 | -2.9 | -3.7 | -5.4 | -1.2 | 2.2 | 8.9 | -12.9 | 9.2

(next part)
smiles,SENP8 block-1,PfG6PD inh,HKDC1 inh,SENP8 block-2,SENP7 inh,SENP1 FRET inh,NLRP3 yeast inh,SENP6 inh,Apaf1 inhib
CCOc1ccc(NC(=S)N=Nc2c(O)[nH]c3ccccc23)cc1,23.3,6.3,-7.9,2.2,4.9,4.7,22.3,3.8,14.3
Cc1ccc(/C=N/NC(=O)c2ccc(C(=O)N/N=C/c3ccc(C)s3)o2)s1,i,1.2,-5.5,-4.4,-2.7,-20.5,-2.5,-21.8,-4.4
COc1ccc(-c2ccc3c(c2)S(=O)(=O)c2cccc(C(=O)NCc4cc(C)oc4C(F)(F)F)c2C3=O)cc1OC,-10.1,9.6,4.7,8.0,-0.8,59.4*,-2.0,-6.7,-19.6
CC(C)NC1(C(N)=O)CCNCC1,3.8,1.1,-9.2,x,x,2.4,x,x,x
Cc1ccc(-c2csc(NC(=O)c3ccc(F)cc3)c2C(=O)O)cc1,-24.4,88.3*,21.8,89.9*,58.5*,3.1,83.5*,94.5*,6.5
O=C(Nc1cccc2ccccc12)c1cnsn1,13.4,9.9,-5.5,1.9,3.0,1.4,-23.0,-14.6,-3.0
O=C(CNC(=O)c1ccco1)Nc1ccc(Cl)cc1,22.4,-7.2,-2.9,12.1,-4.8,2.1,22.0,7.3,2.6
Cc1cccc(C)c1Nc1ncnc(N)c1[N+](=O)[O-],6.4,-0.6,-8.0,-8.2,-4.9,-0.9,8.5,-3.4,-4.1

Reprinted from the part before: 4 compounds; new compounds follow.
smiles,SENP8 block-1,PfG6PD inh,HKDC1 inh,SENP8 block-2,SENP7 inh,SENP1 FRET inh,NLRP3 yeast inh,SENP6 inh,Apaf1 inhib
Cc1ccc(-c2csc(NC(=O)c3ccc(F)cc3)c2C(=O)O)cc1,-24.4,88.3*,21.8,89.9*,58.5*,3.1,83.5*,94.5*,6.5
O=C(Nc1cccc2ccccc12)c1cnsn1,13.4,9.9,-5.5,1.9,3.0,1.4,-23.0,-14.6,-3.0
O=C(CNC(=O)c1ccco1)Nc1ccc(Cl)cc1,22.4,-7.2,-2.9,12.1,-4.8,2.1,22.0,7.3,2.6
Cc1cccc(C)c1Nc1ncnc(N)c1[N+](=O)[O-],6.4,-0.6,-8.0,-8.2,-4.9,-0.9,8.5,-3.4,-4.1
Cc1ccc(Cl)c(OC(=O)c2nn(C(C)C)c(=O)c3ccccc23)c1,16.4,8.9,5.3,-3.0,-1.0,0.2,6.9,-11.3,-3.8
COc1cc(C(=O)NNC(=O)c2ccc3ccccc3n2)cc(OC)c1OC,-142.4,2.9,-6.8,6.0,-2.0,-0.8,9.3,-0.1,-1.0
Cc1ccc(-c2ccc(SCC(=O)NCC3CCCO3)nn2)cc1 (stereo not given),12.8,2.9,-6.2,2.3,-6.5,-0.4,-11.2,0.8,-6.4
CCOC(=O)Cn1c2c(c(=N)c3c1CCC3)CCCC2,16.4,-11.2,18.4,-1.9,5.8,1.3,3.3,-0.6,-14.7
O=C(C1CCC(CNS(=O)(=O)c2ccccc2)CC1)N1CCOCC1 (stereo not given),13.6,-13.7,-0.7,-0.1,1.0,1.6,15.8,-3.8,-1.7
COc1ccc(C(=O)NC(=S)NCc2ccco2)cc1OC,14.3,-18.9,-8.0,-5.9,2.2,-2.4,10.2,-10.5,-1.9
c1nc(NC2CCCCCC2)c2[nH]cnc2n1,14.0,0.0,4.5,-9.7,-9.5,2.9,3.2,-7.8,5.6
COc1ccc(CCNS(=O)(=O)c2ccccc2[N+](=O)[O-])cc1OC,2.9,-7.4,-1.8,9.3,-0.4,0.8,6.0,-19.5,6.1
Cn1cc(C(=O)NCCO)c(=O)c2ccccc21,8.5,-0.3,-2.5,2.6,12.7,4.2,1.2,1.7,-6.2
COc1ccc(NC(=O)CSc2nc3ccccc3nc2N2CCCCC2)cc1,-89.1,3.5,3.0,2.7,0.2,-0.6,23.4,-16.2,2.4
O=C(COC(=O)/C=C/c1cccc([N+](=O)[O-])c1)NCCCN1CCCC1=O,8.1,-13.6,-2.5,-6.7,2.9,0.8,11.3,-5.2,1.0
CCOC(=O)C1(Cc2ccc(OC)cc2)CCN(C(=O)c2csc(C)n2)CC1,-1.9,-4.9,-0.3,0.2,-3.6,1.2,18.3,-15.6,-0.2
Cc1ccc(NS(=O)(=O)c2cc3c(cc2C)NC(=O)CO3)cc1,7.4,-2.8,-5.3,-0.2,2.6,2.5,13.7,-10.1,9.9
CCc1cc(C(=O)N2CCN(S(=O)(=O)c3cc(C)ccc3C)CC2)sc1C,5.1,6.4,0.3,6.0,6.9,0.8,16.7,10.3,20.7
O=c1cc(N2CCCCC2)c(-c2ccccc2)nn1Cc1ccccc1,10.3,1.7,0.2,-8.2,-1.9,-0.4,-0.1,-2.6,10.3
COc1ccc(-n2c(Cc3cccn3C)nnc2SCC(=O)Nc2ccc(C)cc2)cc1,3.3,-6.0,-3.5,5.3,-3.9,0.1,-1.1,-1.4,4.5
